# ATG4B inhibitor – ATG4B (human) cysteine protease inhibition. actives 0.51% (n = 340,000). Q9Y4P1. inhibition, % at 8.33 µM. ATG4B cleavage of LC3-PLA2, NBD-HPC fluorescence, 1 h. AID 504462; in the data active = inhibition above about 40%
# Target sequence (Q9Y4P1 whole entry, looked up): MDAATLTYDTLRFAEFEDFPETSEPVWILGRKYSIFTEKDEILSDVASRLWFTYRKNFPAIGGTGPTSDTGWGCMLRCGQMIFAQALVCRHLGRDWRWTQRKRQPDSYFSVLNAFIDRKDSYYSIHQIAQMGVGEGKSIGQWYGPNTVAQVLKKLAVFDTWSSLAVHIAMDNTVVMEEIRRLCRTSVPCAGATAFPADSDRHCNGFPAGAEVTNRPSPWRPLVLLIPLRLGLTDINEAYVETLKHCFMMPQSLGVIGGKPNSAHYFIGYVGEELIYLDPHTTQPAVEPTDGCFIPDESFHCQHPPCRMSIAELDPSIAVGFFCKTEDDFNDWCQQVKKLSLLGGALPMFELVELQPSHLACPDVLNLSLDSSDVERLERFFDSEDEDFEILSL
# Gli-Sufu block – Gli-Sufu pathway antagonism; Sufu-KO-LIGHT fibroblasts, Gli luciferase reporter luminescence; actives 0.74% (n = 340,000); inhibition, % at 5 µM;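 active = inhibition above about 55%, limit read from the data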;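 also: 0% = DMSO-treated cells and 100% = wells with medium but no cells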
# CXCR6 inh – inhibitors of human CXCR6 receptor. actives 0.36% (n = 360,000). inhibition, % at 20 µM. O00574. AID 602244. CHO-K1 PathHunter CXCR6 beta-arrestin, luminescence; in the data active = inhibition above about 34%, passing the limit was not always enough;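 also: antagonist mode with CXCL16 agonist at 10 nM final; 0% = 10 nM CXCL16 with DMSO and 100% = unstimulated wells without agonist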
# EBI2 block – EBI2 (human) antagonism. P32249. EBI2 beta-arrestin recruitment, luminescence, 7a,25-OHC stimulated. inhibition, % at 5 µM. actives 0.81% (n = 360,000). AID 651636; in the data active = inhibition above about 38%;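 also: enzyme fragment complementation signal reports receptor beta-arrestin coupling in cells; 0% = agonist plus DMSO wells and 100% = wells without agonist; some results beyond the cut were filed as inactive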
# APJ antag – APJ receptor antagonism; P35414; CHO-K1 APJ beta-arrestin complementation, luminescence; inhibition, % at 20 µM; actives 0.32% (n = 330,000); AID 2521;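 active = inhibition above about 40% at 20 µM, limit read from the data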;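 also: cells challenged with 10 nM apelin-13 agonist together with compound; plate controls were apelin-13 plus DMSO wells for no effect and DMSO wells lacking apelin-13 for full effect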
# CCR6 antagonist – blocks CCL20-driven beta-arrestin recruitment at human CCR6. inhibition, % at 20 µM. CHO-K1 CCR6 PathHunter beta-arrestin, luminescence, CCL20-stimulated. AID 493098. actives 0.49% (n = 340,000). P51684;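 active = compounds whose inhibition of the agonist-driven luminescence signal at 20 µM reaches about 50%, limit read from the data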;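 also: cells stimulated with CCL20 at 14 nM final; plate controls were DMSO with CCL20 for no effect and DMSO without agonist for full effect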
# Target sequence (P51684 whole entry, looked up): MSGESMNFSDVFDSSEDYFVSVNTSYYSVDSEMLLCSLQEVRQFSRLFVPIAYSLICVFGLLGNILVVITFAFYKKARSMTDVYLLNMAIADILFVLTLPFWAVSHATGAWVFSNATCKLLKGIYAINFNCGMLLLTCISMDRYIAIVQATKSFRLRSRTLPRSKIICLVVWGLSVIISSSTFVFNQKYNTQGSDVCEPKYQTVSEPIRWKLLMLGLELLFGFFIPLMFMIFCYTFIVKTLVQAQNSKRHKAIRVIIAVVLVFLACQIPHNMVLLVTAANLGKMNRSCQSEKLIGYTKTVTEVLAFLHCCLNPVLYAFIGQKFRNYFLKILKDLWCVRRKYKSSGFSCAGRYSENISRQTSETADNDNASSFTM
# UBC13 inh – blocks human UBC13 polyubiquitin chain formation; TR-FRET; inhibition, % at 20 µM; actives 0.47% (n = 330,000); AID 485273; in the data active = inhibition above about 45%, passing the limit was not always enough
# Target sequence (P61088 whole entry, looked up): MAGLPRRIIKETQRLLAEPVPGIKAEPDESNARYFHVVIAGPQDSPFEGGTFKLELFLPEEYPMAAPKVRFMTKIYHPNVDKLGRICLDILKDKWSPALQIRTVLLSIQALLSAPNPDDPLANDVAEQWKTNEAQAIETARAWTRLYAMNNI
# APJ ag – activates the human apelin receptor APJ; P35414; CHO-K1 APJ PathHunter beta-arrestin, luminescence; 0% DMSO wells, 100% apelin; activation, % at 20 µM; actives 0.11% (n = 330,000);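 active = activation more than six SD over the plate average, tested at 20 µM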;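 also: 0% = DMSO alone and 100% = apelin-13 at 10 nM; some results filed as inactive read as strong as hits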
#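 Material: CHO-K1 APJ beta-arrestin complementation cell line; Input: cell density 1000 per well; Incubation: compound stimulation 90 min at 25 °C, detection 60 min; Signal: luminescence from split beta-galactosidase complementation, Galacton Star/Emerald II substrate; Controls: DMSO-only wells as negative, 10 nM Apelin-13 as positive control.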
# Numbers without * were called inactive; nt = not tested or not shown.
SMILES,ATG4B inhibitor,Gli-Sufu block,CXCR6 inh,EBI2 block,APJ antag,CCR6 antagonist,UBC13 inh,APJ ag
O=c1cc(-c2ccc(F)cc2)oc2ccccc12,-6.6,-17.2,6.8,1.4,14.2,2.7,-2.6,-1.3
O=C(Nc1c(O)c2ccccc2[nH]c1=O)c1ccco1,-2.6,2.8,-4.8,-8.0,-15.0,4.5,1.9,-0.8
O=C1[C@@H]2CSCN2C(=O)CN1Cc1ccc(F)cc1,-10.4,1.4,3.0,-3.1,1.7,3.4,7.8,-1.5
S=C(NNC(=S)NC1CC2CCC1C2)NC1CC2C=CC1C2 (stereo unspecified),-1.8,9.6,-13.2,4.7,40.2*,-10.4,-10.9,-5.6
CCCn1c(SCC(=O)c2cc(OC)ccc2OC)nnc1C(C)C,-13.4,6.7,-0.3,0.1,2.1,5.4,-4.6,-0.7
CCOC(=O)c1cnc2cc(-c3ccc(Cl)cc3)nn2c1N,9.8,-81.8,-4.5,4.4,-17.9,4.1,1.6,2.9
O=C(CN(Cc1ccccc1F)C(=O)c1csnn1)NCc1ccc2c(c1)OCO2,2.2,2.0,0.1,1.3,4.6,17.8,2.8,-3.9
CN(C)c1ccc(-c2nc3ccccn3c2/N=C/c2ccc(Br)cc2)cc1,-6.8,30.1,12.4,-13.1,14.2,28.3,-39.8,-3.2
CNC(=O)C(C#N)(Cc1cc(C(C)=O)ccc1OC)Cc1cc(C(C)=O)ccc1OC,-0.7,39.4,-0.7,-7.3,2.9,8.7,-1.1,-3.7
CCn1nc(C(=O)NNC(=O)CCOc2cc(C)ccc2C)c2ccccc2c1=O,-4.7,-4.0,6.4,-8.6,-15.2,-11.0,-2.9,0.0
Cc1ccc(Oc2ncccc2/C=N/OCc2ccc(Cl)c(Cl)c2)cc1,-0.5,-5.2,5.1,31.9,-20.2,-0.7,6.1,-4.1
CN(CC(=O)Nc1ccc(OC(F)F)cc1)S(=O)(=O)/C=C/c1ccccc1,-15.5,4.5,1.1,1.5,-1.7,59.9*,10.5,-2.5
O=S(=O)(Nc1ccc(Cl)cc1NS(=O)(=O)c1ccccc1)c1ccccc1,-3.0,9.9,-17.1,-3.3,nt,-17.3,nt,nt
CCOC(=O)CC(=O)CSc1n[nH]c(=O)[nH]c1=O,-5.3,4.9,7.4,-7.8,-3.0,3.8,12.2,-4.5
CN(c1ccc(F)cc1)S(=O)(=O)c1ccc(Cl)c(C(=O)NCC2(N3CCOCC3)CCCCC2)c1,-12.5,19.7,5.3,16.6,nt,18.2,nt,nt
O=C1C(c2ccc(F)cc2)N(Cc2ccc3c(c2)OCO3)C(=O)CN1C1CCCCC1 (stereo unspecified),6.4,2.5,-5.9,-4.2,1.9,0.3,-7.1,0.0
CC(=O)Oc1ccc(CCC(C)OC(C)=O)cc1 (stereo unspecified),-9.9,2.2,-1.6,-7.4,-1.3,10.4,-7.5,3.1
CCC(C)NC(=S)NNC(=O)c1ccncc1 (stereo unspecified),1.2,0.1,-3.0,-7.0,-4.5,13.5,0.2,-2.6
C/C(=N/Nc1ccccc1[N+](=O)[O-])c1ccc(C)c([N+](=O)[O-])c1,4.0,-36.2,0.8,10.6,1.8,18.3,-4.4,0.2
CC(=O)Nc1ccc(S(=O)(=O)NCCC(=O)Nc2ncccc2C)cc1,5.2,-5.7,2.5,-3.0,-2.1,-7.0,-1.6,7.1
Cc1cc(=O)oc2cc(Nc3ccccc3)ccc12,1.1,-4.3,-3.3,-5.1,-1.6,12.9,8.9,0.9
Cc1cc(=O)oc2c(C)c(OCC(=O)c3ccccc3)ccc12,-5.0,-3.4,-11.5,1.7,12.9,1.8,-6.7,0.7
CCOc1ccccc1C(=O)N/N=C/c1c[nH]c2ccccc12,-8.8,-10.3,1.3,-9.6,-10.9,2.5,-3.6,4.2
O=C(CSc1ncn[nH]1)NCCc1ccc(Cl)cc1Cl,0.3,18.2,1.2,7.0,-2.9,-2.4,2.6,3.0
CCOC(=O)N1CCN(CCC(=O)Nc2ccc(OC)cc2OC)CC1,-11.6,5.8,2.6,-7.4,8.6,-7.0,1.4,-3.2
# (cont.)
SMILES,ATG4B inhibitor,Gli-Sufu block,CXCR6 inh,EBI2 block,APJ antag,CCR6 antagonist,UBC13 inh,APJ ag
Cc1nc(-c2ccc(NC(=O)c3ccc(Br)o3)cc2)cs1,-1.8,-158.1,-24.5,-2.0,3.1,2.0,-3.3,3.4
CCCc1cc(C(=O)N(C2CCCCC2)C2CCCCC2)no1,59.6*,-1.5,7.5,3.8,5.2,12.5,7.7,-5.9
COc1cc(N/C(=N/S(=O)(=O)c2ccccc2)c2ccccc2)ncn1,-8.2,-19.5,5.6,0.7,-14.7,0.1,-0.7,-1.9
N=c1sccn1CC(=O)NC(=O)NC1CCCC1,11.1,-6.3,5.1,-10.1,2.2,-0.4,3.3,1.6
COc1ccc(/C=C(/NC(=O)c2ccccc2)c2nc3ccccc3[nH]2)cc1OC,-8.0,7.4,-13.3,-1.7,8.6,-3.8,-9.8,1.9
CC(C)CCNC(=O)Cc1ccc(Nc2nc(=S)[nH]c3ccccc23)cc1,-4.2,4.4,1.4,17.2,11.6,13.8,6.5,-0.9
CCOc1ccccc1C(=O)NC(CO)C(=O)O (stereo unspecified),-8.3,7.4,-4.3,-3.7,4.9,-7.8,4.5,-2.4
O=C(O)c1ccccc1OCCOc1ccccc1,-7.7,-45.0,-3.2,2.7,12.9,-3.1,1.8,-3.1
CCOC(=O)c1sc(N)c(C#N)c1CSc1nnc(C2CCCCC2)n1N,-2.9,-3.7,-5.3,-5.4,-2.6,-10.1,-3.0,9.4
CCOc1ccc(CCNC(=O)C(CC)n2nc(C)n3c(cc4sccc43)c2=O)cc1OCC (stereo unspecified),-7.6,1.4,-0.3,0.7,12.0,-4.9,-13.0,-1.1
CC1CCCC(C)N1CCCNC(=O)C1CCCN(c2ncnc3c2nc2n3CCCCC2)C1 (stereo unspecified),6.1,-14.3,6.5,-7.0,-15.1,22.5,55.5*,-4.6
O=C(C1CC1)N1CCc2cc(S(=O)(=O)NCc3ccccc3)ccc21,-2.9,1.5,5.9,-3.2,3.7,14.7,1.4,-3.1
CC(=O)Nc1cc(C(=O)N(C)Cc2ccccc2)ccc1S(=O)(=O)c1ccc(C)cc1,0.3,14.5,-3.4,0.7,1.2,-0.2,0.8,-0.9
CSc1cccc(NC(=O)CNC(=O)C2CCCCC2)c1,-8.8,-0.9,0.3,-8.7,8.1,5.0,0.5,-4.8
CN(Cc1ccccc1NS(=O)(=O)c1ccc(Cl)cc1)C1CCCCC1,-24.4,29.5,9.4,0.9,16.8,11.2,-12.8,-2.8
COc1cc(NS(=O)(=O)c2ccc(NC(=S)NC(=O)c3ccc(Br)cc3)cc2)ncn1,-4.0,1.8,15.9,-2.3,22.3,37.2,-12.8,0.0
Cc1ccc(C(=O)NNC(=O)c2ccoc2C)s1,3.8,-5.6,-5.4,-5.6,17.7,-3.8,-6.3,8.9
O=S(=O)(c1ccc(N2CCN(S(=O)(=O)c3ccccc3)CC2)nc1)N1CCCC1,2.8,-0.3,-1.5,7.7,10.2,6.6,-11.6,8.6
CCOc1ccc(CCNC(=O)c2ccc(CS(=O)Cc3ccc(Cl)cc3)o2)cc1OCC (stereo unspecified),-3.6,4.5,-4.0,23.0,8.6,-0.9,9.3,-4.6
CC1(c2nnc(Cc3ccccc3)o2)CC(c2ccc(Br)cc2)=NO1 (stereo unspecified),5.4,-7.1,-12.4,-15.1,16.2,11.4,7.7,5.0
Cc1ccc(NC(=O)NCCN2CCCCC2)cc1C,6.3,nt,3.0,3.2,-7.3,8.0,6.1,-2.9
Cc1occc1C(=O)NCc1cccs1,-3.6,5.2,4.3,-0.6,7.3,-2.2,-1.0,-2.9
COc1ccc(N2CC(C(=O)NCCc3ccc(Cl)cc3)CC2=O)cc1 (stereo unspecified),-5.7,3.1,3.3,15.9,4.8,-3.7,4.2,1.5
O=C1N=c2ccccc2=C1c1sc(NS(=O)(=O)c2ccccc2)nc1O,9.3,-6.0,9.9,3.5,22.0,14.3,-18.5,-7.7
CCOc1ccccc1N1CCN(C(=O)Cc2ccc(S(=O)(=O)N3CCOCC3)s2)CC1,7.2,8.3,-3.1,-6.2,-49.8,13.5,-2.8,-5.7

# Overlap with the part before: 5 compounds, then new ones.
SMILES,ATG4B inhibitor,Gli-Sufu block,CXCR6 inh,EBI2 block,APJ antag,CCR6 antagonist,UBC13 inh,APJ ag
Cc1ccc(NC(=O)NCCN2CCCCC2)cc1C,6.3,nt,3.0,3.2,-7.3,8.0,6.1,-2.9
Cc1occc1C(=O)NCc1cccs1,-3.6,5.2,4.3,-0.6,7.3,-2.2,-1.0,-2.9
COc1ccc(N2CC(C(=O)NCCc3ccc(Cl)cc3)CC2=O)cc1 (stereo unspecified),-5.7,3.1,3.3,15.9,4.8,-3.7,4.2,1.5
O=C1N=c2ccccc2=C1c1sc(NS(=O)(=O)c2ccccc2)nc1O,9.3,-6.0,9.9,3.5,22.0,14.3,-18.5,-7.7
CCOc1ccccc1N1CCN(C(=O)Cc2ccc(S(=O)(=O)N3CCOCC3)s2)CC1,7.2,8.3,-3.1,-6.2,-49.8,13.5,-2.8,-5.7
CCOC(=O)c1c(NC(=O)COc2ncnc3sccc23)sc2c1CCC2,8.0,5.0,-3.9,7.4,8.0,19.1,-4.5,-1.5
COc1ccc(N2C(=O)C(C)(C)C2c2c(O)ccc3ccccc23)cc1 (stereo unspecified),-5.0,8.8,5.0,-1.7,15.9,23.7,3.7,-4.8
O=C(COc1ccc(F)cc1)N1c2ccccc2CCc2ccccc21,-10.7,3.7,-4.3,3.3,20.6,25.0,-16.4,-2.1
CCOC(=O)CSc1nnc(NCC(=O)OC(C)C)c(=O)[nH]1,4.4,-5.0,2.8,-17.6,7.4,15.7,-1.8,-1.5
Cn1c(=O)oc2cc(S(=O)(=O)N3CCC(C(=O)NCC4COc5ccccc5O4)CC3)ccc21 (stereo unspecified),-13.7,4.3,-6.6,2.3,-4.4,16.6,-7.7,-0.9
COC(=O)c1ccc(NC(=O)CCOc2ccccc2)cc1,-12.1,-9.5,-0.4,-5.5,0.1,0.5,0.2,0.2
CCN(CC)S(=O)(=O)c1ccc(C(=O)NCCCN=C2NS(=O)(=O)c3ccccc32)cc1,-15.9,0.0,-5.1,-12.2,11.0,17.5,0.7,-2.8
COc1cc2cc(C#N)c(SCC(=O)Nc3cc(C)on3)nc2cc1OC,3.9,25.8,2.2,2.1,10.9,1.7,-4.2,-0.1
Cc1cc(=O)c2ccc(Cl)cc2[nH]1,1.8,5.3,-0.7,10.8,-17.2,-6.0,-6.5,-6.7
Cc1ccc(-c2noc(C3CCCN(C(=O)C4CCCCC4)C3)n2)o1 (stereo unspecified),7.0,-9.4,-5.6,-11.3,20.7,10.6,-5.3,-4.2
CCC1CCCCN1C/C=C/c1ccccc1[N+](=O)[O-] (stereo unspecified),-1.8,6.2,2.6,-6.3,2.9,-12.2,4.6,-1.1
O=C(Nc1nccs1)c1ccc(N2C(=O)[C@@H]3[C@H](C2=O)[C@H]2C=C[C@@H]3C2)cc1,-5.9,-59.1,-5.6,-7.9,-17.6,3.4,-5.1,-0.7
COc1ccccc1NC(C#N)c1ccccc1OCc1ccccc1 (stereo unspecified),13.6,-1.1,8.3,-30.6,-8.8,20.6,-5.9,8.1
CC1Cc2ccccc2N1C(=O)CSc1nnc(NC(=O)Cc2cccs2)s1 (stereo unspecified),-2.1,1.6,nt,nt,3.2,8.0,-4.3,6.3
Clc1cccc(/C=N/N2CCN(Cc3ccccc3)CC2)c1,4.0,-22.2,13.7,8.5,6.9,19.5,6.3,-1.2
Cc1cccc(CCN2C(Nc3ccccc3)=NC[C@@H]2CC(C)C)c1,6.5,19.8,0.0,-5.1,-9.4,3.5,25.0,1.2
CCCC(CCC)C(=O)NCCN1CCOCC1,-1.6,-5.0,-18.0,-6.6,12.0,-8.7,-5.5,1.4

# Source: PubChem

# This is a random part of the collection (roughly 3% active in at least one column).
